# mHTT-CaM PPI inh: mutant huntingtin-calmodulin interaction inhibitors – biochemical, AlphaScreen, primary screen; P42858; AlphaScreen His-mHTT/GST-CaM binding, luminescence; inhibition, % at 15 µM; hit rate 3.6% among 190,000;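 note: 0% = both proteins with DMSO and 100% = one protein alone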
# Pf apPOL inh: Pf-apPOL inhibitors, biochemical, fluorescence; Plasmodium falciparum apicoplast DNA polymerase (apPOL); Recombinant Pf-apPOL, molecular beacon fluorescence, 1.5 h; AID 1794808, 2022; hit rate 0.25% among 210,000; inhibition, % at 10 µM
# * marks the source's active call; other numbers are inactive results; i = inactive; . = not tested or not shown; & = joins results of further samples. Cut-off read from the data, not from the text of the source: active = inhibition above about 50%; inactive = the rest.
# The opening 7 compounds, to show the layout:
# The line under a structure holds: mHTT-CaM PPI inh, Pf apPOL inh
O=C(c1c(F)cccc1F)N1CCCC1c1cccc(F)c1 (centres undefined)
    -2, -6
CCn1c(C2CCN(C(=O)c3cc(F)ccc3F)C2)nc2cccnc21 (centres undefined)
    -3, -4
CCn1c(C2CCN(C(=O)Nc3ccc(F)cc3)C2)nc2cccnc21 (centres undefined)
    -1, -1
O=[N+]([O-])c1c(-c2ccccc2)c2cc(Br)ccc2n2nnnc12
    14, -2
COCCCN1COc2ccc3c(=O)c(-c4ccc(OC)cc4)coc3c2C1
    -3, -8
CC1=NN(c2cccc(C(=O)O)c2)C(=O)/C1=C/c1cccs1
    16, -3
CCOc1cccc2c1OC(c1ccc(OC)c(OC)c1OC)N1N=C(c3ccc(C)o3)CC21 (centres undefined)
    61*, -15

# The listing (from the top)
# The line under a structure holds: mHTT-CaM PPI inh, Pf apPOL inh
O=C(c1c(F)cccc1F)N1CCCC1c1cccc(F)c1 (centres undefined)
    -2, -6
CCn1c(C2CCN(C(=O)c3cc(F)ccc3F)C2)nc2cccnc21 (centres undefined)
    -3, -4
CCn1c(C2CCN(C(=O)Nc3ccc(F)cc3)C2)nc2cccnc21 (centres undefined)
    -1, -1
O=[N+]([O-])c1c(-c2ccccc2)c2cc(Br)ccc2n2nnnc12
    14, -2
COCCCN1COc2ccc3c(=O)c(-c4ccc(OC)cc4)coc3c2C1
    -3, -8
CC1=NN(c2cccc(C(=O)O)c2)C(=O)/C1=C/c1cccs1
    16, -3
CCOc1cccc2c1OC(c1ccc(OC)c(OC)c1OC)N1N=C(c3ccc(C)o3)CC21 (centres undefined)
    61*, -15
CCc1sc(NC(C)=O)nc1-c1cc2ccccc2oc1=O
    6, -1
COCCNC(=O)c1cc2n(n1)C(C(F)(F)F)CC(c1ccco1)N2 (centres undefined)
    -8, -1
O=C1N=c2ccc(Br)cc2=C1c1sc(Nc2cccc(C(F)(F)F)c2)nc1O
    11, -2
Cc1nc2ccccn2c1-c1csc(Nc2cccc(C(=O)O)c2)n1
    15, -3
CCOc1ccc(CC(=O)N2CC3CN(S(=O)(=O)c4cccc(C)c4)CC(C2)O3)cc1
    6, -2
O=C(c1cc2ccccc2[nH]1)N1CCC2(C1)NC(=O)N(Cc1ccc(F)cc1)C2=O (centres undefined)
    -2, -2
C=CCNC(=O)C(=O)Nc1ccc(Cl)cc1
    -4, 0
O=C(Nc1c[nH]c2ccccc12)N1CCCCC1CCO (centres undefined)
    4, 8
COc1ccccc1N=C1SCC(=O)N1Cc1ccco1
    ., -16
Cc1ccccc1N1CCN(C(=O)CC(C)(C)C)C(C)C1=O (centres undefined)
    -6, 8
CC(C)(C)NC(=O)NCCC1CCN(C(=O)NC2CCCCC2)CC1
    -4, -4
O=C1CCN(Cc2ccccc2)CCN1[C@H](COc1ccccc1)c1ccccc1
    85*, -4
O=C(NC1=NCCS1)c1ccc2nc(-c3ccco3)c(-c3ccco3)nc2c1
    72*, -4
Cn1cccc1CN1CCCC(c2nc(-c3cnccn3)n[nH]2)C1 (centres undefined)
    25, -7
O=C(CSc1nc(-c2ccc(Cl)cc2)[nH]c(=O)n1)Nc1cccc(Cl)c1
    ., 12
COc1ccc(S(=O)(=O)Nc2ccc(S(=O)(=O)Nc3cc(C)ccc3C)cc2)cc1
    6, -2
CC(=O)Nc1c2c(nn1-c1ccccc1C)CSC2
    32, -63
COc1cc(C(=O)N2CCC(CC(=O)NCc3cccc(C)c3)CC2)cc(OC)c1OC
    8, -7
CC(=O)N1CCC(n2c(C)nc(C(=O)NCc3c(C)nn(C)c3C)c2C)CC1
    5, 0
C(=NNc1ccc2ccccc2n1)c1ccccn1
    ., -148
Cc1cc(C)c(S(=O)(=O)NC(C)C)c(C)c1-n1cnnn1
    -1, .
CC(C)(C)c1cc(C(=O)NN=Cc2cc(Br)cc(Br)c2O)n[nH]1
    ., -15
CCc1ccc(NC(=O)CSc2nc3c(c(=O)n2-c2ccc(C)cc2)SCC3)cc1
    -2, -3

# The line under a structure holds: mHTT-CaM PPI inh, Pf apPOL inh
COc1cc(C=CC(=O)c2cc(Cl)ccc2O)cc(OC)c1OC
    3, 6
O=C(Nc1ncc(Cc2ccccc2Cl)s1)c1cccc([N+](=O)[O-])c1
    1, -4
COc1cc(C(=O)NC(C)Cc2ccccc2)cc(Cl)n1 (centres undefined)
    -6, -5
c1csc(-c2cnc3n2CCC3)c1
    0, .
CC1(C)CCc2cc(CN3CCN(Cc4ccc5c(c4)OCO5)CC3)ccc2O1
    ., 16
CCc1ccc(S(=O)(=O)N=C2C=CC(=O)c3ccccc32)cc1
    93*, -2
N#Cc1cnn(-c2ccc(F)cc2)c1NC(=O)C1CCCCC1
    ., 0
Cc1cc(C(=O)NC2CCCCC2)nc2cc(-c3cccs3)nn12
    -12, -5
CCOc1ccc2c(=O)c(-c3ccc(OC)c(OC)c3)coc2c1
    4, -4
COc1ccc2c(c1)/C(=N/OC(=O)c1ccc(OC)c([N+](=O)[O-])c1)CCC2
    i, 2
Cc1cc(OCC(=O)N(C)c2ccc(F)cc2)nc(N2CCCC(C)C2)n1 (centres undefined)
    -6, 1
c1ccc(-c2noc(Cn3ccnc3)n2)cc1
    3, -11
CC(=O)c1c(C)n(O)c2ccc(Cl)cc2c1=O
    -6&9, -5
CC(C)(C)C(=O)Nc1cnc(-c2cccnc2)nc1
    -3, -1
CS(=O)(=O)N(CC(=O)Nc1ccc(F)c(Cl)c1)c1ccccc1F
    2, -6
O=C(CN1CCN(C(=O)Nc2ccc(Cl)cc2)CC1=O)NC1CC1
    -5, 3
COc1cccc(CNC(=O)N2CCC3(C2)NCc2ccccc2NC3=NC(C)(C)C)c1 (centres undefined)
    33, -8
COc1ccc(-n2nc3c(c2NC(=O)C2CCCCC2)CSC3)cc1
    14, 2
Cc1ccc(C2=NN(CCC(=O)NC3CCCCC3)C(=O)CC2)cc1
    -2, -20
O=C(NCCC(CN1CCOCC1)([N+](=O)[O-])[N+](=O)[O-])c1ccccc1
    -1, -2
O=C(CS(=O)(=O)c1ccc(Cl)s1)NCCc1ccccc1
    -16, -3
Cc1ccccc1C1C(=O)N(C2CCCCC2)CC(=O)N1C1CCCCC1 (centres undefined)
    14, -7
COc1ccc(NC(=O)CN2CCC3(CC2)N=C(c2ccc(F)cc2)C(=O)N3)cc1
    7, 0
O=S(=O)(c1ccc(Cl)c(Cl)c1Cl)N1CCOCC1
    -8, -4
COc1ccc2c(c1OC)C(=O)OC2Nc1ccc(OC(F)(F)F)cc1 (centres undefined)
    -2, -3
CCC1=NN(C(=O)Cc2ccc(C)cc2)C(O)(c2ccc(Br)cc2)C1 (centres undefined)
    18, 2
COc1ccc(C(=O)Oc2ccc3c(-c4ccc(OC)cc4)cc(=O)oc3c2)cc1
    ., -9
O=C(C=CC(=O)Oc1ccc(Cl)cc1Cl)Oc1ccc(Cl)cc1Cl
    ., -4
Cc1[nH]c2ccccc2c1SCCNC(=O)C1CC1
    5, -1
COc1ccccc1NC(=O)C(=O)NCc1ccco1
    -5, -6

# By substructure: the entries above with a COOH group.
# The line under a structure holds: mHTT-CaM PPI inh, Pf apPOL inh
CC1=NN(c2cccc(C(=O)O)c2)C(=O)/C1=C/c1cccs1
    16, -3
Cc1nc2ccccn2c1-c1csc(Nc2cccc(C(=O)O)c2)n1
    15, -3

# Following part
# The line under a structure holds: mHTT-CaM PPI inh, Pf apPOL inh
O=C(Cc1cccc(F)c1)N1CCCC1c1ccccc1Cl (centres undefined)
    2, -20
O=C(c1cc2nc(-c3cccs3)cc(C(F)(F)F)n2n1)N1CCCC1
    6, -11
O=C1C(c2ccccc2)=C(c2ccccc2)C(=O)N1O
    7, -4
CCOC(=O)NN=C(C)c1ccc(O)cc1
    ., 1&6
C=CCc1cc(C)ccc1OCCn1ccnc1
    5, -1
O=C(Cn1cnc([N+](=O)[O-])n1)Nc1cc(Oc2cccc(C(F)(F)F)c2)cc([N+](=O)[O-])c1
    51*, -2
COc1ccc(N2COc3ccc4c(c3C2)OC(=Cc2ccc(OC)c(OC)c2)C4=O)cc1
    31, 5
CC(=O)Nc1ccc(C2=N/C(=C\c3ccccc3)C(=O)O2)cc1
    28, 1
O=[N+]([O-])c1c(Sc2cccs2)ncnc1Sc1cccs1
    ., 3
COc1ccc2cc3cc(C(=O)N4CCN(C)CC4)sc3nc2c1
    2, -1
COc1ccccc1NC(=O)C(=O)NCC(C)O (centres undefined)
    -2, -11
O=C(CSCC(=O)Nc1ccc(OC(F)(F)F)cc1)NN=Cc1ccc(Cl)cc1
    ., -10
O=C(O)CCNS(=O)(=O)c1ccc(Oc2ccccc2Cl)cc1
    -2, 4
O=C(Cc1ccc(F)cc1)NCC(c1cccc2ccccc12)N1CCOCC1 (centres undefined)
    -4, -8
COc1ccccc1C1=NN(C(=O)c2ccccc2C)C(c2ccco2)C1 (centres undefined)
    35, -5
CCCn1c(-c2ccc(OC)cc2)cn2c3c(=O)n(C)c(=O)n(C)c3nc12
    11, 22
Cc1c(C(=O)N2CCN(c3ccccc3F)CC2)sc2nc(-c3ccccc3)cn12
    3, 0
COc1ccccc1/C=C/C1=NC(=C\c2ccc(Br)cc2)/C(=O)O1
    14, -3
CCS(=O)(=O)c1ccc(-c2nnc(NC(=O)C3CCCN(S(C)(=O)=O)C3)o2)cc1 (centres undefined)
    -1, -1
CC(N)=NS(=O)(=O)c1cc(Cl)c(Oc2ccc([N+](=O)[O-])cc2)c(Cl)c1
    ., 1
COc1cc(C(=O)N2CCCC(C)(C(=O)NCc3ccc(F)cc3)C2)cc(OC)c1OC (centres undefined)
    9, -1
COc1ccc(-c2noc(-c3cccc([N+](=O)[O-])c3)n2)cc1OC
    6, 1
COc1ccc(N2C(=O)NC(=O)/C(=C\c3ccc(OCC(=O)O)c(Br)c3)C2=O)cc1
    0, 3
Cc1ccc(C)c(NC(=O)CSc2nnc(CNC(=O)c3c(F)cccc3Cl)o2)c1
    -4, -2
CC(C)COC(=O)C1C2C=CC3(CN(Cc4cccs4)C(=O)C13)O2 (centres undefined)
    -9, -1
CCC(=O)N1CCc2cc(Br)cc(S(=O)(=O)CCC(=O)NCCC(C)C)c21
    -2, -2
CC(CCc1ccccc1)NC(=O)C(=O)NCc1ccccc1Cl (centres undefined)
    1, 1
Cc1onc(-c2ccccc2Cl)c1C(=O)Nc1ccccc1C(=O)O
    3, -1
Cc1ccccc1C(=O)Nc1nnc(C2CC(=O)N(c3ccccc3)C2)o1 (centres undefined)
    24, -2
O=C(c1ccncc1)N1CCN(c2ccccn2)CC1
    -3, -7

# The line under a structure holds: mHTT-CaM PPI inh, Pf apPOL inh
COc1ccc(-c2nc3cc(C)ccc3o2)cc1NC(=O)c1ccccc1
    -3, -4
Cc1nn(C(=O)C2CC2)c(C)c1Sc1ccccc1
    -44, -6
c1ccc(-c2cc(-c3ccccc3)n3ncnc3n2)cc1
    1, -7
CCOC(=O)N1CCN(C(=O)CSCc2ccc(Cl)cc2)CC1
    1, 3
CC1CCCCN1Cc1cc(=O)oc2cc3c(cc12)CCC3 (centres undefined)
    -5, -8
COc1ccc(CCC(=O)NC2CCN(c3nnc4ccc(C(F)(F)F)cn34)CC2)cc1
    4, -5
O=C(Nc1ccccc1NC(=O)C1CCC1)c1ccccc1C(F)(F)F
    -13, -8
COc1ccc(NC(=O)N2CCN(c3ccccc3)CC2)cc1
    4, -7
CCOc1ccc(Cc2c(O)nc(N)[nH]c2=O)cc1
    -6, 7
Cc1ccc(NC(=O)c2nnn3c2COC(c2ccc(C)cc2)C3)cc1 (centres undefined)
    4, -5
Cc1ccc(CN2CCCn3nc(C(=O)NCc4ccccc4Cl)cc3C2=O)cc1
    -2, 2
CC1CCN(c2ncnc3c2cnn3Cc2ccc(Cl)cc2)CC1
    -9, -86
CC(C)C(=O)Nc1ccc2c(c1)CN(C(C)c1ccc(F)cc1)C(=O)CO2 (centres undefined)
    6, -1
COc1ccc(C)cc1N(C)C(=O)C1CCCN(c2ncnc3c2nc2n3CCCCC2)C1 (centres undefined)
    2, -1
O=C1CC(Nc2ccccc2)C(=O)N1c1cccc(Cl)c1 (centres undefined)
    -5, 4
Cn1ccnc1SCC(=O)Nc1ccc(Br)c2cccnc12
    12, 0
CC(=O)Nc1ccc(N2C(=O)CC(NCCCN3CCOCC3)C2=O)cc1 (centres undefined)
    2, -7
CN(C)C=NC(=O)c1sc(S(C)(=O)=O)c2c1CCC=C2
    ., 2
CCOc1cc(C(=O)Nc2c(C)cccc2C)ccc1Cl
    0, -9
CCCc1[nH]n(-c2ccc(F)cc2)c(=O)c1C=Nc1ccc(C)c(C)c1
    -3, -12
CCc1ccccc1Sc1nccn2c(=O)n(CC(=O)NCc3cccs3)nc12
    -20, -1
COc1ccc(C)cc1NC(=O)c1cc(S(=O)(=O)N2CCCC2)ccc1F
    2, 42
Cc1cc(C2CCCN2C(=O)c2cc(-c3ccc(Br)cc3)on2)no1 (centres undefined)
    -1, 4
CCn1cc(C(=O)O)c(=O)c2cc(F)c(N3CCN(C(=O)c4cccc(Cl)c4)CC3)cc21
    -1, 12
CCCCS(=O)(=O)N1CC(n2cc(COc3ccccc3)nn2)C1
    -4, 2
Cc1cccc(CNC(=O)c2nn(C)c3c2CN(C(=O)C(C)C)CC3)c1
    41, 67*
CCN1C(=O)c2cccc3c(NC(=O)CS(=O)(=O)Cc4ccccc4)ccc1c23
    23, -7
CC(C)c1ccc(OCC(=O)Nc2ccccc2NC(=O)c2ccccc2Cl)cc1
    -11, -11
COc1ccc(OCC(=O)Nc2cccc(-c3nc4ncccc4o3)c2C)cc1
    3, 0
CCc1cccc(Nc2c(-c3nc(C)no3)cnc3nc(C)ccc23)c1
    68*, -15
CN1CCN(Cc2c(O)ccc3c2OC(=Cc2ccco2)C3=O)CC1
    -3, 0

# Screens from PubChem.
